Bioassay records from PubChem.
CHO-K1 Ca PAM: counter-screen for M1 PAMs: effect in parental CHO-K1 cells. ATP EC20, Fluo-8 calcium fluorescence; 0% at ATP EC20, 100% at ATP max. activation, % at 3 µM. 0.02% of 360,000 active. AID 602247;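 active = activation above the run cutoff, the mean activation of all test compounds plus 3 SD, cut at about 40% in these data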;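 note: peak over basal fluorescence ratio in a 140 s read after ATP addition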
CHO-K1 Ca antag: M1 antagonist counterscreen hit in parental CHO-K1 cells. ATP-induced calcium, Fluo-8 fluorescence. inhibition, % at 3 µM. 0.6% of 360,000 active;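 active = inhibition above a per-plate cutoff, the plate's mean sample inhibition plus 3 SD, cut at about 24% in these data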;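 note: 0% = DMSO plus EC80 ATP and 100% = DMSO alone without ATP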
TAAR1 antagonist: human TAAR1 antagonism; CHO RD-HGA16 TAAR1, Fluo-8 calcium fluorescence, antagonist; inhibition, % at 3 µM; 1.5% of 360,000 active;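 active = inhibition above a per-plate cutoff, the mean inhibition of test compounds on that plate plus 3 SD, cut at about 49% in these data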;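 note: 0% = DMSO plus EC80 beta-PEA response and 100% = DMSO alone without agonist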
Target sequence (Q96RJ0 whole entry, looked up): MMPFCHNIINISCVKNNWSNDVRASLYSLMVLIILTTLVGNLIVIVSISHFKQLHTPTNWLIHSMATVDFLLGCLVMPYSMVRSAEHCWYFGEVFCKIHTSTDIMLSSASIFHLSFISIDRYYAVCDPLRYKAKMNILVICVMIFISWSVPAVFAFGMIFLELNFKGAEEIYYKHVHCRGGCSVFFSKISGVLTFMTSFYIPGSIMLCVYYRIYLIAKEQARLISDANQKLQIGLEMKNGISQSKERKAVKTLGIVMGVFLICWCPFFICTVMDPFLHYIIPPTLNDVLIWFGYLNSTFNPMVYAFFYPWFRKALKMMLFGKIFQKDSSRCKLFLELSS
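Assay system: RD-HGA16 CHO cells with stable hTAAR1 and Gα16 / Reagent: EC80 β-phenethylamine stimulus / Doses: 3 µM, single point / Timing: dye loading 75 min at 37 °C, then 30 min room temperature / Measured by: Fluo-8 intracellular calcium dye fluorescence, real-time kinetic reads / Controls: vehicle wells and EC80 agonist wells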
CHO-K1 Ca ag: M1 agonist counterscreen hit in parental CHO-K1 cells. activation, % at 3 µM. AID 602248. Fluo-8 calcium fluorescence; scaled to maximal ATP response, vehicle zero. 0.48% of 360,000 active; in the data active = activation above about 15%;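 note: untransfected CHO-K1 host cells lacking M1 receptor as counterscreen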
CHO parental Ca: counter-screen: ATP calcium response change in parental CHO cells; parental CHO-K1, ATP-induced calcium, Fluo-8 fluorescence; inhibition, % at 5.6 µM; 0.63% of 330,000 active;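 active = inhibition above that plate's mean sample inhibition plus 3 SD, cut at about 26% in these data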;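 note: 0% = ATP-challenged DMSO wells and 100% = DMSO wells without ATP; some compounds past the cut are filed as inactive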
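Test system: untransfected parental CHO cell line; also added: ATP stimulus; dosing: 5.6 µM, single dose; signal: calcium-sensitive Fluo-8 fluorescence; measure: percent inhibition of ATP-evoked calcium rise, normalized to controls; benchmarks: low control ATP plus DMSO, high control DMSO only; replication: one well per compound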
GPR7 antag: antagonists of human GPR7 (neuropeptides B/W receptor 1); P48145; GPR7-expressing cells, fluorescence antagonist assay; inhibition, % at 4.4 µM; 1.1% of 290,000 active; in the data active = inhibition above about 16%, passing the limit was not always enough;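 note: cells stimulated with the agonist NPW; 0% = agonist with vehicle and 100% = vehicle without agonist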
Target sequence (P48145 whole entry, looked up): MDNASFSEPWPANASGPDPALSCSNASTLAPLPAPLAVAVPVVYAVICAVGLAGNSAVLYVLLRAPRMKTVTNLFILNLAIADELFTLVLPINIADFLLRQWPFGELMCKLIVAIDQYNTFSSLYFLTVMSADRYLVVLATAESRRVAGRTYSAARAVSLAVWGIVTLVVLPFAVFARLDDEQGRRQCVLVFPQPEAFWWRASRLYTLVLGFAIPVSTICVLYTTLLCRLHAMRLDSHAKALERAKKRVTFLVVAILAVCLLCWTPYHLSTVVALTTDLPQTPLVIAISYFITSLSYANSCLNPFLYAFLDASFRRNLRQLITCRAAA
OXTR potentiate: potentiates the human oxytocin receptor response; P30559; CHO-OTR cells, Fluo-8 calcium fluorescence, potentiator mode; 0% = oxytocin EC15, 100% = EC100; activation, % at 3 µM; 0.061% of 320,000 active;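 active = activation above that plate's cutoff, the mean activation of tested compounds plus 3 SD, cut at about 6.6% in these data, passing the limit was not always enough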;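 note: 100% uses oxytocin at 75 nM as the full agonist control; some results filed as inactive read as strong as hits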
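System: human OTR in CHO cells; Also added: sub-maximal oxytocin, roughly EC15; Timing: compound 6 min at room temperature before oxytocin, 100 s read; Technique: Fluo-8 intracellular calcium fluorescence, ex 470-495, em 515-575 nm; Controls: oxytocin EC15 low and EC100 high; Replication: singlicate.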
OXTR ag: activates the human oxytocin receptor | P30559 | CHO-OTR cells, Fluo-8 calcium fluorescence; normalized: DMSO 0%, oxytocin 100% | activation, % at 3 µM | 0.32% of 320,000 active | AID 2435;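 active = activation above the mean of all tested compounds plus 3 SD, cutoff set per screening run, cut at about 20% in these data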;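 note: peak over basal fluorescence ratio from a 100 s FLIPR kinetic read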
V1R ag counter: activates human V1a receptor in oxytocin agonist counter-screen; P37288; CHO-V1R cells, Fluo-8 calcium fluorescence, agonist mode; 0% DMSO, 100% 3 nM vasopressin; activation, % at 3 µM; 0.25% of 320,000 active; AID 2797;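 active = activation above the mean activation of all tested compounds plus 3 SD, per screening run, cut at about 20% in these data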;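 note: signal is peak over basal fluorescence ratio across a 100 second FLIPR read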
Target sequence (P37288 whole entry, looked up): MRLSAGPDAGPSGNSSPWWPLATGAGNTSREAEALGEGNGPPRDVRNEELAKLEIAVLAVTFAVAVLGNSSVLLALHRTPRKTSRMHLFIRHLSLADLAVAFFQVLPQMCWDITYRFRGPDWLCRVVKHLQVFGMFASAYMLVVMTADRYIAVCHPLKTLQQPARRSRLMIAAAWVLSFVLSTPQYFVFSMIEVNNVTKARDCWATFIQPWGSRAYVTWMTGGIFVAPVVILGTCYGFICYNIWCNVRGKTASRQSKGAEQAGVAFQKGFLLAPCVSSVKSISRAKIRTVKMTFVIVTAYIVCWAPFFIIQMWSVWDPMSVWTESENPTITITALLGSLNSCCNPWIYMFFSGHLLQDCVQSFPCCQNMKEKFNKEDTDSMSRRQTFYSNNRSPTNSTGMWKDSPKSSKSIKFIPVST
* marks the source's active call; other numbers are inactive results; . = not tested or not shown.

Letters – A = CHO-K1 Ca PAM; B = CHO-K1 Ca antag; C = TAAR1 antagonist; D = CHO-K1 Ca ag; E = CHO parental Ca; F = GPR7 antag; G = OXTR potentiate; H = OXTR ag; I = V1R ag counter
1. Cc1c(N=NC2=C(O)CC(C)(C)CC2=O)c(=O)n(-c2ccccc2)n1C
  A: 28; B: -7; C: 6; D: -0.2; E: -7; F: -4; G: -11; H: -0.4; I: -0.5

2. CCN1C(=O)C(C(=O)NC(C)c2ccccc2)C2CC1(C)Oc1ccccc12 (stereo unspecified)
  A: 23; B: -10; C: -14; D: 0.9; E: -21; F: -4; G: 2; H: -2.3; I: -0.6

3. O=C1C=CC(=Nc2ccc(F)cc2)O1
  A: 15; B: -4; C: -5; D: 1.0; E: .; F: .; G: .; H: .; I: .

4. O=C(Nc1ccc(F)c(Cl)c1)c1csc([C@@H]2O[C@H](CO)[C@H](O)[C@H](O)[C@H]2O)n1
  A: 24; B: -17; C: 9; D: 0.6; E: .; F: .; G: .; H: .; I: .

5. CC(=O)N1CCOc2ccc(S(=O)(=O)N3CCC(C(=O)NCc4ccc(Cl)cc4)CC3)cc21
  A: 14; B: -7; C: -10; D: 0.6; E: .; F: .; G: .; H: .; I: .

6. NC(=O)c1nsc(C(=O)N(Cc2ccc(F)cc2)C(C(=O)NCC2CCCO2)c2ccc(O)cc2)c1N (stereo unspecified)
  A: -7; B: -15; C: 9; D: 1.1; E: .; F: -2; G: .; H: .; I: .

7. O=C(C1CCN(S(=O)(=O)N2CCOCC2)CC1)N1CCN(c2ccccc2)CC1
  A: -1; B: 10; C: -25; D: 0.8; E: -5; F: -15; G: -11; H: 0.1; I: 0.8

8. CCOc1ccc(NC(=O)CN(C)C(=O)c2ccccc2OCc2c(C)noc2C)cc1OCC
  A: 11; B: 4; C: -4; D: 0.2; E: -15; F: .; G: -7; H: -1.5; I: -0.8

9. CC1CCN(C(=O)/C(=C\c2ccco2)NC(=O)c2ccccc2)CC1
  A: 15; B: -23; C: -22; D: 0.6; E: -10; F: -17; G: 5; H: 1.2; I: 0.7

10. COc1ccccc1-c1nc(C#N)c(N2CCN(C(=O)c3ccco3)CC2)o1
  A: 11; B: 3; C: 11; D: 0.5; E: 2; F: -14; G: -8; H: 0.5; I: 1.0

11. COCCN1C=C(C(=O)OC)C(c2ccc(Cl)cc2)C(C(=O)OC)=C1
  A: 21; B: -9; C: -3; D: 0.2; E: -27; F: -3; G: -1; H: -1.9; I: 0.4

12. CCc1cccc(NC(=O)c2ccc(NS(=O)(=O)c3c(C)noc3C)cc2)c1
  A: -4; B: -1; C: -5; D: 0.1; E: 21; F: 4; G: -1; H: 1.6; I: 3.4

13. COc1ccc(CCNC(=O)CSc2nnc(CNC(=O)c3c(F)cccc3Cl)o2)cc1OC
  A: -6; B: -8; C: 4; D: 0.5; E: 3; F: -1; G: -3; H: 0.6; I: -0.2

14. COc1ccc(/C=C/C(=O)NCCc2nc3ccccc3[nH]2)cc1
  A: -3; B: -4; C: 15; D: 1.6; E: -1; F: -12; G: 3; H: 0.8; I: 0.5

15. N#CCC(C(=O)c1cccnc1)c1ccccc1 (stereo unspecified)
  A: -3; B: -11; C: -18; D: 0.4; E: .; F: .; G: .; H: .; I: .

16. NC(=O)CC(O)c1cccc(Cl)c1 (stereo unspecified)
  A: 3; B: 0; C: -12; D: 0.1; E: 2; F: 10; G: -5; H: 3.3; I: 2.0

17. COc1ccc(S(=O)(=O)NCC(c2ccc(F)cc2)N2CCN(C)CC2)cc1 (stereo unspecified)
  A: 8; B: -16; C: 6; D: 1.6; E: -10; F: .; G: 4; H: 1.3; I: 0.0

18. CN(C)S(=O)(=O)n1cc(/C=C(\NC(=O)c2ccccc2)C(=O)NCCCN2CCOCC2)c2ccccc21
  A: 22; B: -16; C: 0; D: 0.6; E: -11; F: 3; G: -7; H: -0.7; I: -0.2

19. O=S(=O)(NCC1NCCc2ccccc21)c1ccccc1 (stereo unspecified)
  A: -8; B: 14; C: 4; D: 0.1; E: -17; F: -15; G: -6; H: -0.6; I: 1.4

20. CN(Cc1ccccc1)c1nc2c(c(=O)[nH]c(=O)n2C)n1Cc1ccccc1F
  A: 17; B: 0; C: -15; D: 9.3; E: -16; F: -2; G: 2; H: -1.7; I: -1.6

21. CN(C(=S)NC(=O)c1ccc(Cl)cc1)C1CCCCC1
  A: 4; B: -7; C: -5; D: 0.2; E: -16; F: -8; G: -3; H: -1.1; I: -1.4

22. OC(c1ccc(F)c(F)c1)c1nc(-c2ccc3c(c2)OCO3)cs1 (stereo unspecified)
  A: 23; B: -12; C: 17; D: 1.9; E: .; F: .; G: .; H: .; I: .

23. Cc1nnc(SCC(=O)NC2CCCC(C)C2C)n1N (stereo unspecified)
  A: 6; B: -11; C: -6; D: -0.3; E: -2; F: .; G: -3; H: 0.9; I: 0.7

24. CC(=O)Nc1ccc(N(C(=O)c2ccccn2)C(C(=O)NC2CCCCC2)c2ccc(F)cc2)cc1 (stereo unspecified)
  A: -8; B: 5; C: 6; D: -0.6; E: -2; F: -13; G: -9; H: 0.3; I: 0.0

25. CCSc1nnc(NC(=O)c2cc(C)on2)s1
  A: 10; B: -12; C: -10; D: -0.1; E: 4; F: -8; G: -2; H: 0.4; I: 0.0

The listing continues:
Letters – A = CHO-K1 Ca PAM; B = CHO-K1 Ca antag; C = TAAR1 antagonist; D = CHO-K1 Ca ag; E = CHO parental Ca; F = GPR7 antag; G = OXTR potentiate; H = OXTR ag; I = V1R ag counter
26. COc1ccc(CN(C)CC(=O)N(C)CC(=O)Nc2ccccc2Br)cc1F
  A: 25; B: 4; C: -2; D: 0.6; E: -23; F: .; G: -2; H: 1.1; I: 1.3

27. O=C(Cc1ccc(F)cc1)Nc1ccccc1Sc1ccccc1
  A: -7; B: 1; C: 23; D: -0.6; E: -29; F: -4; G: -3; H: -2.3; I: -0.7

28. CCCCCCS(=O)[C@H]1CS(=O)(=O)C[C@@H]1S(=O)CCCCCC (stereo partly specified)
  A: 0; B: 10; C: -14; D: -0.2; E: -26; F: -15; G: -5; H: -1.7; I: -1.1

29. COc1ccc(C)cc1NC(=O)C1CCN(C(=O)c2ccc(C(C)(C)C)cc2)CC1
  A: 9; B: -10; C: -7; D: -0.4; E: -12; F: -5; G: -6; H: -2.0; I: 2.4

30. COc1ccc(Cl)cc1NC(=O)CN(C)C(=O)CCCc1c[nH]c2ccccc12
  A: -2; B: 2; C: 8; D: 3.1; E: -8; F: 3; G: -9; H: 2.1; I: 5.6

31. O=C(Nc1ccncc1)c1ccc(Br)cc1
  A: -9; B: 7; C: -16; D: 0.4; E: -15; F: 8; G: -15; H: -2.1; I: 1.4

32. CC(=O)Nc1ccc(NC(=O)C(C)OC(=O)CNC(=O)c2sc3ccccc3c2Cl)cc1 (stereo unspecified)
  A: 16; B: -12; C: 0; D: 0.0; E: -14; F: -5; G: -5; H: 0.9; I: 0.8

33. O=C(O)C1(c2ccccc2)CCC(Nc2ccccc2)C1 (stereo unspecified)
  A: -20; B: 18; C: -25; D: -0.3; E: 17; F: -9; G: -3; H: -0.6; I: -0.9

34. CCC(=O)NCCc1nc2cc(NC(=O)c3cccs3)ccc2n1C
  A: 15; B: -9; C: -13; D: 0.1; E: -3; F: -15; G: 0; H: 0.8; I: 0.7

35. Cc1ccc(C)c(NC(=O)CCN2C(=O)c3ccccc3C2=O)c1
  A: -1; B: -9; C: -9; D: 0.9; E: .; F: -7; G: .; H: .; I: .

36. CCC(C)N(C(=O)CSc1nnc(C)n1C)C1CCS(=O)(=O)C1 (stereo unspecified)
  A: 10; B: 0; C: -17; D: 0.9; E: 0; F: .; G: 4; H: 0.5; I: 0.5

37. O=C(CSc1nnc(COc2ccccc2)n1-c1ccccc1)c1cccs1
  A: -2; B: 2; C: -9; D: 0.1; E: -31; F: 5; G: -12; H: -0.7; I: 0.1

38. O=C(CSc1ccccn1)N/N=C/c1cc([N+](=O)[O-])ccc1O
  A: 20; B: -12; C: -15; D: 2.4; E: -11; F: -10; G: 0; H: 0.5; I: 0.5

39. CC(C)(C)C(=O)NC(=S)NNC(=O)c1ccncc1
  A: 20; B: -5; C: 14; D: 1.8; E: -6; F: -8; G: 8; H: 0.0; I: 0.0

40. CCOC(=O)c1snc(C(=O)NC2CCCCC2)c1N
  A: 9; B: -17; C: -7; D: 0.7; E: -16; F: -9; G: 3; H: -0.3; I: -0.6

41. NC(=O)c1cc(S(=O)(=O)NCCc2ccc(Cl)cc2)cs1
  A: -2; B: -6; C: -11; D: 0.4; E: -8; F: 1; G: -2; H: 1.6; I: -0.1

42. CC(C)OCCCNC(=O)CN1C(=O)/C(=C/c2ccccc2)Sc2ccccc21
  A: 25; B: -4; C: 18; D: 4.2; E: -18; F: -8; G: -5; H: -2.0; I: -1.7

43. COc1ccc(CC(=O)Nc2cccc(S(=O)(=O)N3CCCCC3)c2)cc1
  A: 5; B: -21; C: 8; D: 3.0; E: -10; F: .; G: -8; H: 5.6; I: 5.1

44. CCOC(=O)c1ccccc1NC(=O)C1CC(=O)N(C(C)(C)C)C1 (stereo unspecified)
  A: 15; B: -12; C: -7; D: 0.8; E: -25; F: -6; G: -10; H: -1.1; I: -1.1

45. COc1nc(C)nc2c1sc(=S)n2C
  A: 13; B: -11; C: -2; D: 0.0; E: -5; F: -7; G: -5; H: 2.5; I: -0.5

46. CCN(CC)S(=O)(=O)c1cccc(C(=O)NCCCN2CCOCC2)c1
  A: 17; B: -21; C: 2; D: 1.3; E: -11; F: 1; G: 2; H: 2.2; I: 0.6

47. COc1ccc(C2C=C(c3ccc(C)c(C)c3)Nc3ncnn32)c(OC)c1OC (stereo unspecified)
  A: -2; B: 7; C: 18; D: -0.4; E: -9; F: 4; G: 2; H: -1.4; I: -1.2

48. Cc1ccc(N2CC(C(=O)NCCc3ccc(S(N)(=O)=O)cc3)CC2=O)cc1 (stereo unspecified)
  A: 14; B: -9; C: -4; D: 0.2; E: -1; F: -2; G: -1; H: 0.0; I: 1.5

Rewritten with one line to a screen: part of the list above
36) CCC(C)N(C(=O)CSc1nnc(C)n1C)C1CCS(=O)(=O)C1 (stereo unspecified)
37) O=C(CSc1nnc(COc2ccccc2)n1-c1ccccc1)c1cccs1
38) O=C(CSc1ccccn1)N/N=C/c1cc([N+](=O)[O-])ccc1O
39) CC(C)(C)C(=O)NC(=S)NNC(=O)c1ccncc1
40) CCOC(=O)c1snc(C(=O)NC2CCCCC2)c1N
entry no. | 36 | 37 | 38 | 39 | 40
CHO-K1 Ca PAM | 10 | -2 | 20 | 20 | 9
CHO-K1 Ca antag | 0 | 2 | -12 | -5 | -17
TAAR1 antagonist | -17 | -9 | -15 | 14 | -7
CHO-K1 Ca ag | 0.9 | 0.1 | 2.4 | 1.8 | 0.7
CHO parental Ca | 0 | -31 | -11 | -6 | -16
GPR7 antag | . | 5 | -10 | -8 | -9
OXTR potentiate | 4 | -12 | 0 | 8 | 3
OXTR ag | 0.5 | -0.7 | 0.5 | 0.0 | -0.3
V1R ag counter | 0.5 | 0.1 | 0.5 | 0.0 | -0.6
